ASAP1 inh: ASAP1 ArfGAP inhibition; Q9ULH1; ASAP1-stimulated ARF1 GTP hydrolysis, GDP FP detection; inhibition, % at 16.5 µM; 360,000 tested, 0.19% active; in the data active = inhibition above about 25%;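 also: 0% = vehicle with enzyme and substrate and 100% = no enzyme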
ARFGAP1 inh: inhibitors of rat ARFGAP1; Arfgap1-stimulated ARF1 GTP hydrolysis, GDP FP detection; 360,000 tested, 0.26% active; inhibition, % at 16.5 µM; Q62848;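 active = inhibition above a per-plate limit, mean inhibition of low control wells plus 3 SD, cut at about 25% in these data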;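 also: 0% = DMSO wells with enzyme and 100% = wells lacking Arfgap1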
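material = rat Arfgap1 catalytic domain, aa 1-136 | also added = human ARF1(Δ1-17)-GTP substrate | compound dosing = one concentration, 16.5 µM, DMSO 1.26% | times = GTP hydrolysis reaction 2 h at 25 °C | measured by = FP, GDP Alexa 633 tracer displaced from anti-GDP antibody, 620/688 nm | evaluation = percent inhibition of Arfgap1-stimulated GTP hydrolysis | replication = single well per compound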
ADAM10 inh: inhibitors of human ADAM10; 370,000 tested, 0.62% active; recombinant ADAM10, EDANS/DABCYL FRET peptide cleavage, 3 h; O14672; inhibition, % at 7 µM;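 active = inhibition above a per-campaign cutoff equal to the mean of compounds falling between control-based bounds plus 3 SD, cut at about 20% in these data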;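 also: 0% = DMSO wells while the 100% control is not disclosed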
TDP2 inh: TDP2 (human) inhibition, absorbance primary screen; recombinant TDP2, T5PNP hydrolysis, p-nitrophenol absorbance 415 nm; AID 720702; inhibition, % at 12.8 µM; O95551; 370,000 tested, 0.34% active;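 active = inhibition above the mean of all tested compounds plus 3 SD, set per campaign, cut at about 25% in these data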;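 also: 0% = DMSO with enzyme and 100% = buffer with substrate but no TDP2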
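Evaluation: % inhibition relative to enzyme-containing and enzyme-free wells. Material: recombinant human TDP2. Benchmarks: enzyme-free and DMSO wells. Timing: enzyme reaction with compound for 2 h at 37 °C. Compound dosing: 12.8 µM only. Measured by: p-Nitrophenol epi absorbance. Reagent: T5PNP substrate at 5 mM, a TopII-DNA adduct mimic. Replication: single well per compound.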
PLCg1 inh: inhibitors of human phospholipase C gamma1. purified PLC-gamma1, fluorogenic substrate, fluorescence. AID 720700. 370,000 tested, 0.84% active. inhibition, % at 12.2 µM. P19174; in the data active = inhibition above about 9.5%
PLC-beta3 inh: PLC-beta3 (human) inhibition, primary screen | Purified PLC-beta3, fluorogenic substrate, fluorescence | 370,000 tested, 0.18% active | AID 720704 | Q01970 | inhibition, % at 12.2 µM; in the data active = inhibition above about 11%;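 also: 0% = median of compound wells on plate and 100% = full blocker control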
ADAM17 inh: ADAM17 inhibition, QFRET primary screen | P78536 | recombinant ADAM17, EDANS/DABCYL FRET peptide cleavage | inhibition, % at 6.95 µM | 370,000 tested, 0.83% active | AID 720648;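 active = inhibition above the mean of compounds lying between control limits plus 3 SD, set per campaign, cut at about 8.5% in these data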;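 also: 0% = DMSO-only wells as the low control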
DDE Tn6 FP inh: DD(E)-Tn6 binding inhibition, primary FP screen; inhibition, % at 8.3 µM; P02675; AID 720509; 370,000 tested, 0.21% active; Fibrin DD(E) TRITC-Tn6 fluorescence polarization displacement;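 active = inhibition above a per-campaign cutoff: mean of compounds within control limits plus 3 SD, cut at about 15% in these data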;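 also: 0% = median of all compound wells on the plate and 100% = blocking peptide control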
Target sequence (P02675 whole entry, looked up): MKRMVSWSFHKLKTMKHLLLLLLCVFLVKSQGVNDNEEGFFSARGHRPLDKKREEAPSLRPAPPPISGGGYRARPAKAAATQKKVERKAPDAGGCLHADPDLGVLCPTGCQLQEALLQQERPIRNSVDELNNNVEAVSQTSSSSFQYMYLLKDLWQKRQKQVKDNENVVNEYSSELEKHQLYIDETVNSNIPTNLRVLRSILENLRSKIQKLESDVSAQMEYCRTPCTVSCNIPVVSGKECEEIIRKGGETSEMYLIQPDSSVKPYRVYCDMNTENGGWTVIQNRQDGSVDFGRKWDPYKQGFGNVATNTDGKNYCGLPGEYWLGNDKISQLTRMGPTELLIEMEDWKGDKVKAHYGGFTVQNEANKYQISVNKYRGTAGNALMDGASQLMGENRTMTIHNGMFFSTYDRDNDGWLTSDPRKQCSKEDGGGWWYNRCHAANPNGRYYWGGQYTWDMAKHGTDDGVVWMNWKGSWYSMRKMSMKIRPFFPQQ
DDE Tn7 FP inh: disrupts Tn7 cyclic peptide binding to fibrin D-Dimer-E complex; P02675; FP displacement of FITC-Tn7 peptide from fibrin DD(E); 0% = median of compound wells per plate; inhibition, % at 8.3 µM; 370,000 tested, 0.13% active; AID 720508;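 active = inhibition above the mean of compounds falling within the control limits plus 3 SD of them, cut at about 14% in these data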;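 also: 0% = plate median of compound wells and 100% = 10 µM Aha-Tn7 peptide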
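Assay system: human fibrin DD(E). Input: DD(E) 2 µM final. Medium: Tris buffer with calcium and detergent, pH 7.8. Compound dosing: single point at 8.3 µM. Timing: 10 min plus 3 h, room temperature. Technique: fluorescence polarization of the labelled Tn7 tracer. Read-out: percent inhibition. Replicates: singlicate testing.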
SIAE primary: human SIAE inhibition, primary screen. inhibition, % at 9.66 µM. Q9HAT2. 370,000 tested, 0.69% active. AID 1053197. SIAE FP-Rh probe binding, fluorescence polarization;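 active = inhibition above a cutoff: mean of compounds within the control limits plus 3 SD of those, cut at about 17% in these data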;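 also: 0% = plate median of compound wells and 100% = probe without SIAE protein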
Target sequence (Q9HAT2 whole entry, looked up): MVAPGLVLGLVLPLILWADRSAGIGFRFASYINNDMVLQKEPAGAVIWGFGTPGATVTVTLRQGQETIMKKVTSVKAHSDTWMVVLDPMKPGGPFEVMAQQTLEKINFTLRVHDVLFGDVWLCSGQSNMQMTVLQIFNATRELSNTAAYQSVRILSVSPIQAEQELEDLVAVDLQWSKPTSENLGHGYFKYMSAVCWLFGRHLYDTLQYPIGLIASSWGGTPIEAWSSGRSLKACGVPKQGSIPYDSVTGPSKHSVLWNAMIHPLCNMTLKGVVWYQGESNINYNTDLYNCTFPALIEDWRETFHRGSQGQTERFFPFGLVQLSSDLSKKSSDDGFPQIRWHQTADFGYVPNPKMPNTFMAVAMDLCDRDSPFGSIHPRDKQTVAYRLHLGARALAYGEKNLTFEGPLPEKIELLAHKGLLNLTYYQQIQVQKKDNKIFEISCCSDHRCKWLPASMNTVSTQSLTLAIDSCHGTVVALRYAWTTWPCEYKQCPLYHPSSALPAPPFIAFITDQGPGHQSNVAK
* hit, by the source's call. This is a random part of the collection; about 3.6% have a hit in one of these screens.

C=CCn1c(O)c(C=Nc2ccccc2)sc1=S was read as ASAP1 inh 7, ARFGAP1 inh 4, ADAM10 inh -2, TDP2 inh -5, PLCg1 inh -3, PLC-beta3 inh -5, ADAM17 inh -1, DDE Tn6 FP inh -6, DDE Tn7 FP inh 0 and SIAE primary 8.
Screening COC(=O)[C@@H](Cc1ccccc1)NC(=O)Cn1cnc2c(SC)nc(N)nc21 returned ASAP1 inh -8, ARFGAP1 inh 0, ADAM10 inh -24, TDP2 inh 1, PLCg1 inh -2, PLC-beta3 inh -5, ADAM17 inh -9, DDE Tn6 FP inh -10, DDE Tn7 FP inh -6 and SIAE primary 9.
CCOc1ccc2nc(NC(=O)CCC(=O)c3cccs3)sc2c1 was read as ASAP1 inh 8, ARFGAP1 inh 6, ADAM10 inh 4, TDP2 inh -8, PLCg1 inh -1, PLC-beta3 inh -6, ADAM17 inh 0, DDE Tn6 FP inh -7, DDE Tn7 FP inh -3 and SIAE primary -5.
Screening COc1cccc(NC(=O)CN(C)C(=O)c2cc(C)on2)c1 returned ASAP1 inh -3, ARFGAP1 inh 10, ADAM10 inh -2, TDP2 inh -9, PLCg1 inh -6, PLC-beta3 inh -9, ADAM17 inh -4, DDE Tn6 FP inh 2, DDE Tn7 FP inh -3 and SIAE primary 1.
Screening N#Cc1c(N2CCCCC2)nc(N)c2c(N)nc(SCC(=O)O)cc12 returned ASAP1 inh -1, ARFGAP1 inh -4, ADAM10 inh -227, TDP2 inh 8, PLCg1 inh -375, PLC-beta3 inh inactive, ADAM17 inh -82, DDE Tn6 FP inh -11, DDE Tn7 FP inh 2 and SIAE primary 9.
Screening COc1ccc(S(=O)(=O)N2CCOCC2)cc1NC(=O)c1cc2c(s1)CCCC2 returned ASAP1 inh -2, ARFGAP1 inh 0, ADAM10 inh 0, TDP2 inh 1, PLCg1 inh 2, PLC-beta3 inh 4, ADAM17 inh 6, DDE Tn6 FP inh 6, DDE Tn7 FP inh 10 and SIAE primary 2.
`COc1ccc2c(C#N)c3ccccn3c2c1` gave ASAP1 inh -3, ARFGAP1 inh 1, ADAM10 inh -316, TDP2 inh 14, PLCg1 inh inactive, PLC-beta3 inh inactive, ADAM17 inh -104, DDE Tn6 FP inh 7, DDE Tn7 FP inh 9 and SIAE primary 4.
For CC(C)(C)C(=O)Nc1cc2c3c(c1)CCN3C(=O)CC2 the results were ASAP1 inh -9, ARFGAP1 inh -9, ADAM10 inh -10, TDP2 inh -1, PLCg1 inh -3, PLC-beta3 inh -9, ADAM17 inh -5, DDE Tn6 FP inh 6, DDE Tn7 FP inh 3 and SIAE primary -1.
`O=C(COc1cccc2ccccc12)N1CCN(c2ccccn2)CC1` gave ASAP1 inh -3, ARFGAP1 inh 4, ADAM10 inh -3, TDP2 inh 0, PLCg1 inh 0, PLC-beta3 inh -2, ADAM17 inh -6, DDE Tn6 FP inh -5, DDE Tn7 FP inh 8 and SIAE primary -1.
`Cc1oncc1C(=O)Nc1cccc2ccccc12` gave ASAP1 inh 21, ARFGAP1 inh 5, ADAM10 inh -7, TDP2 inh -6, PLCg1 inh 2, PLC-beta3 inh -4, ADAM17 inh -1, DDE Tn6 FP inh 5, DDE Tn7 FP inh -1 and SIAE primary 3.
Cc1cc(C)n(C(=O)c2cc(F)c(F)cc2C)n1 was read as ASAP1 inh 14, ARFGAP1 inh 2, ADAM10 inh -8, TDP2 inh -1, PLCg1 inh 2, PLC-beta3 inh -3, ADAM17 inh -4, DDE Tn6 FP inh -6, DDE Tn7 FP inh 4 and SIAE primary 2.
`Cn1cccc1Cc1nnc(SCC(=O)NCC2CCCO2)n1C` (configuration not stated) gave ASAP1 inh 11, ARFGAP1 inh -1, ADAM10 inh 2, TDP2 inh -8, PLCg1 inh -1, PLC-beta3 inh -3, ADAM17 inh 0, DDE Tn6 FP inh -6, DDE Tn7 FP inh -11 and SIAE primary 3.

Continued; the last 2 above are carried over.
Cc1cc(C)n(C(=O)c2cc(F)c(F)cc2C)n1 was read as ASAP1 inh 14, ARFGAP1 inh 2, ADAM10 inh -8, TDP2 inh -1, PLCg1 inh 2, PLC-beta3 inh -3, ADAM17 inh -4, DDE Tn6 FP inh -6, DDE Tn7 FP inh 4 and SIAE primary 2.
`Cn1cccc1Cc1nnc(SCC(=O)NCC2CCCO2)n1C` (configuration not stated) gave ASAP1 inh 11, ARFGAP1 inh -1, ADAM10 inh 2, TDP2 inh -8, PLCg1 inh -1, PLC-beta3 inh -3, ADAM17 inh 0, DDE Tn6 FP inh -6, DDE Tn7 FP inh -11 and SIAE primary 3.
COc1ccc(-c2nnc(NC(=O)C3CCCN3S(=O)(=O)c3cccs3)o2)cc1 (configuration not stated) was read as ASAP1 inh -1, ARFGAP1 inh -4, ADAM10 inh -5, TDP2 inh 15, PLCg1 inh -2, PLC-beta3 inh 0, ADAM17 inh -2, DDE Tn6 FP inh 9, DDE Tn7 FP inh -2 and SIAE primary 11.
`Cc1ccnc(NC(=O)CCC(=O)N(CC(=O)NCc2ccccc2)Cc2ccc(F)cc2)c1` gave ASAP1 inh -2, ARFGAP1 inh -3, ADAM10 inh -2, TDP2 inh 0, PLCg1 inh 2, PLC-beta3 inh -3, ADAM17 inh 0, DDE Tn6 FP inh 0, DDE Tn7 FP inh 0 and SIAE primary 2.
COc1ccc(NC(=O)C2CCN(S(=O)(=O)c3cccc4nonc34)CC2)cc1OC was read as ASAP1 inh 13, ARFGAP1 inh 9, ADAM10 inh 4, TDP2 inh -1, PLCg1 inh 5, PLC-beta3 inh -3, ADAM17 inh 3, DDE Tn6 FP inh 3, DDE Tn7 FP inh -1 and SIAE primary 7.
For CCOC(=O)[C@]12CCCC=C1N(Cc1ccc(Cl)cc1Cl)C(=O)[C@H](CC(=O)N1CCOCC1)C2 the results were ASAP1 inh -4, ARFGAP1 inh -5, ADAM10 inh 12, TDP2 inh -23, PLCg1 inh 7, PLC-beta3 inh 2, ADAM17 inh 5, DDE Tn6 FP inh -3, DDE Tn7 FP inh 9 and SIAE primary -4.
Cc1ccc(C)c(OCCC(=O)OCC(=O)Nc2ccc(Cl)cn2)c1 was read as ASAP1 inh -6, ARFGAP1 inh 16, ADAM10 inh -28, TDP2 inh -3, PLCg1 inh -10, PLC-beta3 inh -16, ADAM17 inh -11, DDE Tn6 FP inh -6, DDE Tn7 FP inh -4 and SIAE primary -1.
For COc1ccc(NC(=O)C2CCN(C(=O)NCc3ccccc3)CC2)cc1 the results were ASAP1 inh 5, ARFGAP1 inh -10, ADAM10 inh -8, TDP2 inh -3, PLCg1 inh 1, PLC-beta3 inh -1, ADAM17 inh 0, DDE Tn6 FP inh 13, DDE Tn7 FP inh 5 and SIAE primary 4.
Cc1c(N=Nc2ccc(O)cc2)c(=O)n(-c2ccccc2)n1C was read as ASAP1 inh 9, ARFGAP1 inh -1, ADAM10 inh 7, TDP2 inh -11, PLCg1 inh 5, PLC-beta3 inh 10, ADAM17 inh 2, DDE Tn6 FP inh 1, DDE Tn7 FP inh -5 and SIAE primary 1.
For CC1(C)Cc2ccccc2C2=NNC(=O)C2=N1 the results were ASAP1 inh 1, ARFGAP1 inh 1, ADAM10 inh 15, TDP2 inh 28*, PLCg1 inh inactive, PLC-beta3 inh inactive, ADAM17 inh 2, DDE Tn6 FP inh 1, DDE Tn7 FP inh 2 and SIAE primary 3.
`Cc1ccc(C(=O)OCC(=O)Nc2ccc3[nH]c(=O)[nH]c3c2)cc1[N+](=O)[O-]` gave ASAP1 inh -2, ARFGAP1 inh 2, ADAM10 inh -14, TDP2 inh -11, PLCg1 inh -2, PLC-beta3 inh -8, ADAM17 inh -11, DDE Tn6 FP inh -15, DDE Tn7 FP inh -2 and SIAE primary -5.
For Cc1ccccc1NC(=O)CN1C(=O)NC2(CCCCCCC2)C1=O the results were ASAP1 inh 0, ARFGAP1 inh -7, ADAM10 inh -8, TDP2 inh 3, PLCg1 inh -1, PLC-beta3 inh -10, ADAM17 inh -5, DDE Tn6 FP inh 4, DDE Tn7 FP inh 2 and SIAE primary 2.
COc1ccc(C(=O)COC(=O)C2CCN(S(=O)(=O)c3cccc4cccnc34)CC2)cc1 was read as ASAP1 inh 6, ARFGAP1 inh -9, ADAM10 inh 8, TDP2 inh 11, PLCg1 inh 2, PLC-beta3 inh 5, ADAM17 inh 3, DDE Tn6 FP inh -1, DDE Tn7 FP inh 0 and SIAE primary -4.
`Cn1nnnc1SCC(=O)N(C1CCCCC1)C1CCCCC1` gave ASAP1 inh 2, ARFGAP1 inh 11, ADAM10 inh 5, TDP2 inh -3, PLCg1 inh 0, PLC-beta3 inh 3, ADAM17 inh -3, DDE Tn6 FP inh 3, DDE Tn7 FP inh 0 and SIAE primary 0.
For Cc1ccc(S(=O)(=O)Cc2ccc(C(=O)N3CCCC3)o2)cc1 the results were ASAP1 inh -7, ARFGAP1 inh -3, ADAM10 inh -8, TDP2 inh 1, PLCg1 inh 4, PLC-beta3 inh 3, ADAM17 inh 0, DDE Tn6 FP inh 6, DDE Tn7 FP inh 3 and SIAE primary 0.
`COc1cc(NC(=O)COc2ccccc2C)ccc1NC(=O)c1ccco1` gave ASAP1 inh -6, ARFGAP1 inh 2, ADAM10 inh -138, TDP2 inh -6, PLCg1 inh 2, PLC-beta3 inh -5, ADAM17 inh -59, DDE Tn6 FP inh 1, DDE Tn7 FP inh 4 and SIAE primary -2.
Cc1ccc(C(=O)OCC(=O)Nc2cc(S(=O)(=O)N3CCOCC3)ccc2C)cc1 was read as ASAP1 inh -11, ARFGAP1 inh -18, ADAM10 inh -2, TDP2 inh 7, PLCg1 inh 1, PLC-beta3 inh -2, ADAM17 inh -3, DDE Tn6 FP inh -5, DDE Tn7 FP inh 12 and SIAE primary -5.
Screening COc1ccccc1Nc1nnc(SCC(=O)c2c(N)n(C3CC3)c(=O)[nH]c2=O)s1 returned ASAP1 inh 10, ARFGAP1 inh -4, ADAM10 inh -4, TDP2 inh -13, PLCg1 inh 1, PLC-beta3 inh 6, ADAM17 inh -3, DDE Tn6 FP inh -3, DDE Tn7 FP inh 2 and SIAE primary 3.
O=C(Cc1ccccc1)N1CCC(c2ccccc2)C1 (configuration not stated) was read as ASAP1 inh 0, ARFGAP1 inh 5, ADAM10 inh 1, TDP2 inh -3, PLCg1 inh -1, PLC-beta3 inh -9, ADAM17 inh -1, DDE Tn6 FP inh 1, DDE Tn7 FP inh 3 and SIAE primary 5.
COc1ccccc1C(C[N+](=O)[O-])c1c[nH]c2ccccc12 (configuration not stated) was read as ASAP1 inh -1, ARFGAP1 inh 23, ADAM10 inh 4, TDP2 inh 3, PLCg1 inh -1, PLC-beta3 inh -7, ADAM17 inh 1, DDE Tn6 FP inh 9, DDE Tn7 FP inh 9 and SIAE primary -5.

Source: PubChem
